Screening data (PubChem)
BCR signal inh – qHTS Assay to Find Inhibitors of Chronic Active B-Cell Receptor Signaling. Potency, µM (top dose mostly 46.1 µM), without a hit: at the highest dose ratio change, negative = lower green/red ratio, hits mostly inhibitors. ABC-DLBCL IkBa-CBG/CBR reporter, luminescence ratio, 4 h. 340,000 compounds, 0.05% hits; active = well fitted inhibition curve with a large enough effect in the signal ratio, with a control signal flat, not every such curve was filed as active; inconclusive = small, poorly fitted or top-dose-only effect, or effect the other way, or a change in a side signal; the % refers to the signal ratio;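 note: potency is the fitted concentration of half-maximal effect; plate controls were basal doxycycline-induced cells for no effect and cells given 10 µM MG132 for full effect; MG132 reads +100%, hits lower the ratio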
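Cell line TMD8 (human ABC DLBCL), stably expressing tet-inducible CBG68-IkBa fusion and CBR; IMDM/0.5% FBS; cpd up to 46 uM; dox induction, 4 h, 37C/5% CO2; dual luminescence; green/red ratio; MG132 control.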
Tb PFK block – qHTS Assay to Find Inhibitors of T. brucei phosphofructokinase | ATP-dependent 6-phosphofructokinase (Trypanosoma brucei brucei), O15648 | T. brucei PFK, ADP-Glo luminescence | Potency, µM (titrated, usually from 57.5 µM), inactives show at the top dose activity, negative = inhibition, most hits filed as inhibitors | 330,000 compounds, 0.17% hits | AID 485367, 2010;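 note: potency is the fitted concentration of half-maximal effect; 0% = uninhibited 1x PFK enzyme wells and -100% = no-enzyme wells; nearly all actives have a fitted effect of over 60% in size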
Target sequence (O15648 whole entry, looked up): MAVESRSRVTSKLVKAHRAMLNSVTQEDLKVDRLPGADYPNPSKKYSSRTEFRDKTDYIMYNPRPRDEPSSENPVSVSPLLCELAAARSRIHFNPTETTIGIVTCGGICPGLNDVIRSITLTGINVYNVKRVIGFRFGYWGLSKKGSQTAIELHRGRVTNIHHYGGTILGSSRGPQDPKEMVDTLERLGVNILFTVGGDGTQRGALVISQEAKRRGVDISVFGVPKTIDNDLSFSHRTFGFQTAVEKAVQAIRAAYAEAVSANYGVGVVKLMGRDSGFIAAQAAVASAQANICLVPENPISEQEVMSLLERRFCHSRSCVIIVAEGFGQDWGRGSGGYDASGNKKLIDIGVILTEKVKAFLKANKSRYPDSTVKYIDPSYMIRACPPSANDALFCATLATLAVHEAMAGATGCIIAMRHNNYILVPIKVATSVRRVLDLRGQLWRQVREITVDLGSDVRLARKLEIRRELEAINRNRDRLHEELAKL
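Luminescent ADP detection (ADP-Glo, two-step: ATP depletion then ADP-to-ATP conversion for luciferase) reported PFK activity after 45 min room-temperature reaction of 1.25 nM enzyme with 0.5 mM F6P and 0.1 mM ATP at pH 8.0.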
TCR activator – Activators of T cell receptors: qHTS campaign; primary human leukocytes, anti-CD3, IL-2 HTRF, 48 h; 330,000 tested, under 10 active; AID 504894, 2011; Potency, µM (top dose mostly 9.22 µM), for inactives: at the highest dose activation of IL-2 secretion, most hits filed as activators; note: % of control where 0% means no effect
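IL-2 produced over 48 hr by a-CD3 bead-stimulated primary human leukocytes exposed to compounds was detected with a homogeneous time-resolved FRET immunoassay, 665nm acceptor signal after 320nm excitation.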
GALK inhibitor – qHTS Assay for Inhibitors of Human Galactokinase (GALK); P51570; Purified GALK, Kinase-Glo residual ATP luminescence; Potency, µM (top dose mostly 57.5 µM), for inactives: top-dose activity change, negative = inhibition, hits mostly inhibitors; 270,000 compounds, 0.007% hits; AID 1868, 2009; note: potency is the fitted concentration of half-maximal effect; % is set by controls: 0 for no effect and ±100 for the full control effect
Target sequence (P51570 whole entry, looked up): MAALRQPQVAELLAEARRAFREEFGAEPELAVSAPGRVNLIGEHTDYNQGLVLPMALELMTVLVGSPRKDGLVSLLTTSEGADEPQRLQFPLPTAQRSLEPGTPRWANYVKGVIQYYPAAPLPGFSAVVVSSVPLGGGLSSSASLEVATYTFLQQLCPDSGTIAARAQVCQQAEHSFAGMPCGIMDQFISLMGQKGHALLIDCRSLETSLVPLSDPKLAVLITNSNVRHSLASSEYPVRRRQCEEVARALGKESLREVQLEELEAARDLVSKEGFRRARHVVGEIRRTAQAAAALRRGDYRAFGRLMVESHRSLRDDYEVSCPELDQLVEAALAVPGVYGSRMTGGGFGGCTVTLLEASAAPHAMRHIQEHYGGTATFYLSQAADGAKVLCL
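The enzyme phosphorylates galactose (100 uM) using ATP (35 uM); inhibition is detected as higher residual ATP, quantified by bioluminescence after 1 h reaction at room temperature, pH 8.0.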
TSHR antag – Antagonists of the Thyroid Stimulating Hormone Receptor: HTS campaign. activity change, negative = inhibition, % at 11.5 µM. 330,000 compounds, 0.2% hits. Thyrotropin receptor (Homo sapiens), P16473. TSHR-expressing cells, TSH-stimulated cAMP HTRF, 2 h; hits give low values;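 active = activity change below a set negative limit, meaning inhibition stronger than a set level, cut at about -70% in these data; inconclusive = activity change between two set negative limits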; note: % is set by controls: 0 for no effect and ±100 for the full control effect
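Competitive HTRF cAMP read-out (cryptate anti-cAMP antibody, cAMP-d2; 30 min, room temperature) in freshly harvested TSHR cells. Compounds added before TSH at EC80 (4nM final), followed by 2 hours' incubation at 37 deg C.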
AT treatment – qHTS Assay for Identifying a Potential Treatment of Ataxia-Telangiectasia. […] A-T fibroblasts, KAP-1 phosphorylation AlphaLISA; neocarzinostatin DNA damage 30 min before lysis. Potency, µM (highest dose often 57.5 µM), for inactives: at the top dose activation, usual class: activators. 320,000 compounds, 0.19% hits; note: potency is the fitted concentration of half-maximal effect; % of control where 0% means no effect; nearly all actives have a fitted effect of over 45% in size
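hTERT-immortalized A-T patient fibroblasts ([…]), 500 cells/well in OPTI-MEM, 1% FBS, got compounds for 60 min, then NCS for 30 min at 37C. Lysates were then assayed for phospho-KAP-1 by AlphaLISA (anti-pKAP1 donor, anti-KAP1 acceptor beads), 6 hr at 25C.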
Giardia kill – Small Molecules that selectively kill Giardia lamblia: qHTS; activity change, % at 7.66 µM, hits read low; Giardia lamblia trophozoite viability; 340,000 compounds, 0.15% hits; in the data active = activity change below about -80%; inconclusive = between about -30% and that limit;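 note: parasites exposed to compound for two days anaerobically before the ATP read; % is set by controls: 0 for no effect and ±100 for the full control effect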
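Each well holds 100 Giardia trophozoites and compound. After two days (48 hrs) at 37 deg C in anaerobic conditions, ATP is quantified by luminescence.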
CXXC DNA block – qHTS Fluorescence Polarization Assay for Inhibitors of MLL CXXC domain - DNA interaction; Potency, µM (series often up to 115 µM), inactives show at the highest dose activity change, negative = inhibition, most hits filed as inhibitors; AID 2662, 2010; MLL-CXXC / FITC-HOXA9 DNA fluorescence polarization; 290,000 compounds, 0.037% hits; active = well fitted inhibition curve with a large enough effect in the polarisation, with a control signal flat, not every such curve was filed as active; inconclusive = small, poorly fitted or top-dose-only effect, or effect the other way, or a change in a side signal; inactive = no such curve, though single readings can be large or run the other way; the % refers to the polarisation; note: potency is the fitted concentration of half-maximal effect
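Steps: dispense CXXC domain solution (7 uM) → pin compounds or unlabeled HOX-A9 DNA control → 5 min ambient → add FLSN-HOX-A9 solution (50 nM) → spin → 30 min ambient → fluorescence polarization. Tris pH 7.5/NaCl/DTT/BSA buffer.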
Coupling enz – qHTS Assay for Inhibitors of Fructose-1,6-bisphosphate Aldolase from Giardia Lamblia: Coupling assay counterscreen. coupling enzyme system counterscreen, AmpLite Red fluorescence. activity change, negative = inhibition, % at 58.2 µM, hits read low. 290,000 compounds, 0.67% hits; in the data active = activity change below about -30%; note: % is set by controls: 0 for no effect and ±100 for the full control effect
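First, compound is pin-transferred into glyceraldehyde-3-phosphate coupling-enzyme reagent at 57.5 uM final and held 10 min at RT. Next, substrate, coupling system and AmpLite Red are added. After 20 min RT, fluorescence (525/598 nm) is read.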
KCNH2 WT inh – qHTS for Inhibitors of KCHN2 3.1: Wildtype qHTS | Voltage-gated inwardly rectifying potassium channel KCNH2 (Homo sapiens), Q12809 | U2OS, BacMam KCNH2, thallium flux FluxOr; hits give low values | activity change, % at 1.84 µM | 340,000 compounds, 0.37% hits | AID 720551, 2013;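 active = maximum activity change below -70%; inconclusive = maximum activity change between -70% and -50%; inactive = maximum activity change above -50%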; note: % is set by controls: 0 for no effect and ±100 for the full control effect
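U2OS cells transduced with wild-type KCNH2 virus are loaded with FluxOr dye for 45 min, and thallium flux is measured in kinetic reads before and after stimulation buffer. Rate constants are normalized to DMSO controls.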
Active calls of the source: *; [ ] = another dose, or the depositor's remark. Unless noted, calls come from the whole dose curve; as a rule, active = well fitted curve in the direction sought with a large enough effect; inconclusive = small, poorly fitted or top-dose-only effect, or another doubt; inactive = no such curve, though single readings can be large; an effect the other way counts as inactive or inconclusive. The order is random; 1.6% or so of the library scored in one or more.

How did O=C(CN(c1cccc(Cl)c1)S(=O)(=O)c1ccccc1)NN=C1CCCC1 do in these assays?
BCR signal inh: 16.4%; Tb PFK block: -2.8%; TCR activator: 1.7%; GALK inhibitor: 2.7%; TSHR antag: -8.8; AT treatment: -1.2%; Giardia kill: -20.6; CXXC DNA block: 16.6%; Coupling enz: -0.4; KCNH2 WT inh: 2.7

Results for COc1ccc2[nH]c(C)c(C(=O)CN(C)CC3OCCO3)c2c1 ?
BCR signal inh: 2.8%; Tb PFK block: -3.1%; TCR activator: -53.7%; GALK inhibitor: -2.3%; TSHR antag: 4.8; AT treatment: -9.2%; Giardia kill: 2.9; CXXC DNA block: 3.1%; Coupling enz: 0.0; KCNH2 WT inh: -2.7

What do the screens show for `CSCc1c(C(=O)Nc2ccc(N3CCOCC3)cc2)oc2ccccc12`?
BCR signal inh: -0.9%; Tb PFK block: -0.3%; TCR activator: 6.8%; GALK inhibitor: 0.3%; TSHR antag: -6.5; AT treatment: -3.2%; Giardia kill: 11.7; CXXC DNA block: 11.7%; Coupling enz: -4.0; KCNH2 WT inh: 10.1

What do the screens show for `CC(C)C(NS(=O)(=O)c1cccs1)C(=O)N1CCC(C(N)=O)CC1` (stereo not given)?
BCR signal inh: 1.2%; Tb PFK block: 0.0%; TCR activator: -3.2%; TSHR antag: 3.2; AT treatment: 7.6%; Giardia kill: 6.7; KCNH2 WT inh: 0.3

What do the screens show for `CC(=O)N1N=C(c2ccc(Cl)cc2)CC1c1ccco1` (stereo not given)?
BCR signal inh: 0.9%; Tb PFK block: 0.0%; TCR activator: -0.1%; GALK inhibitor: -0.5%; TSHR antag: 13.1; AT treatment: -5.4%; Giardia kill: -15.4; CXXC DNA block: 0.2%; Coupling enz: 3.7; KCNH2 WT inh: 9.6

What do the screens show for `Cn1c(=O)c2c(nc(NCc3ccccc3)n2CC(=O)NCc2ccccc2)n(C)c1=O`?
BCR signal inh: 4.1%; Tb PFK block: -1.4%; TCR activator: 1.7%; GALK inhibitor: 0.6%; TSHR antag: -4.1; AT treatment: -2.3%; Giardia kill: 3.5; CXXC DNA block: 4.1%; Coupling enz: -1.5; KCNH2 WT inh: -0.7

What do the screens show for `CN1CCN(c2ccc(NC(=O)CSc3nnnn3-c3ccccc3F)cc2)CC1`?
BCR signal inh: -0.6%; Tb PFK block: -4.1%; TCR activator: -6.2%; GALK inhibitor: 7.8%; TSHR antag: 18.1; AT treatment: 3.5%; Giardia kill: -5.9; CXXC DNA block: 10.4%; Coupling enz: 2.4; KCNH2 WT inh: -12.4

Results for CCCCn1c(N)c(N(CCOC)C(=O)CN(C)S(=O)(=O)c2ccc(Cl)cc2)c(=O)[nH]c1=O ?
BCR signal inh: inconclusive; Tb PFK block: -3.1%; TCR activator: 3.1%; GALK inhibitor: -6.2%; TSHR antag: 3.7; AT treatment: 1.7%; Giardia kill: 10.0; CXXC DNA block: 38.0%[activator]; KCNH2 WT inh: 1.2

How did CS(=O)(=O)Nc1ccccc1NS(C)(=O)=O do in these assays?
BCR signal inh: 0.2%; Tb PFK block: 0.6%; TCR activator: 7.3%; GALK inhibitor: 1.7%; TSHR antag: -3.2; AT treatment: -10.5%; Giardia kill: -7.9; CXXC DNA block: -7.7%; Coupling enz: -0.7; KCNH2 WT inh: -5.6

What do the screens show for `CCc1cc2c(=O)c(-c3cscn3)coc2cc1OC`?
BCR signal inh: 3.1%; Tb PFK block: 2.3%; GALK inhibitor: 2.1%; TSHR antag: -4.1; AT treatment: 6.7%; CXXC DNA block: -6.9%; Coupling enz: -0.5

Results for Cc1ccc2nsnc2c1S(=O)(=O)N1CCN(Cc2ccc3c(c2)OCO3)CC1 ?
BCR signal inh: inconclusive; Tb PFK block: -3.5%; TCR activator: 3.2%; GALK inhibitor: -0.1%; TSHR antag: -9.5; AT treatment: -6.2%; Giardia kill: -5.9; CXXC DNA block: -0.3%; Coupling enz: 4.2; KCNH2 WT inh: -6.9

What do the screens show for `Cc1ccc2cccc(OCC(=O)N(C)CC(=O)Nc3ccc(F)cc3)c2n1`?
BCR signal inh: -0.7%; Tb PFK block: 1.8%; TCR activator: 6.5%; TSHR antag: -23.9; AT treatment: 8.4%; Giardia kill: 8.0; KCNH2 WT inh: 12.4

How did CC(C)c1ccc(/C=N/NC(=O)c2ccccc2Cl)cc1 do in these assays?
BCR signal inh: inconclusive; Tb PFK block: 0.1%; TCR activator: -0.9%; GALK inhibitor: -1.1%; TSHR antag: -0.3; AT treatment: -2.7%; Giardia kill: 28.4; CXXC DNA block: 16.3%; Coupling enz: -6.0; KCNH2 WT inh: 1.0

Results for CSc1ccc(C2NC(=O)CCC2[N+](=O)[O-])cc1 (stereo not given) ?
BCR signal inh: 1.4%; Tb PFK block: 1.8%; TCR activator: 4.3%; GALK inhibitor: 0.3%; TSHR antag: 0.4; AT treatment: -4.4%; Giardia kill: -18.6; CXXC DNA block: -14.2%; Coupling enz: 2.6; KCNH2 WT inh: 2.8

What do the screens show for `COc1ccc(CN(C)C(=O)c2oc3ccccc3c2CSC)cc1F`?
BCR signal inh: -9.3%; Tb PFK block: 1.4%; TCR activator: -0.9%; GALK inhibitor: 0.4%; TSHR antag: -8.8; AT treatment: 2.6%; Giardia kill: -12.4; CXXC DNA block: 7.9%; Coupling enz: 0.2; KCNH2 WT inh: -8.1

What do the screens show for `O=C(c1ccco1)c1cn(CC(=O)N2CCCC2)c2ccccc12`?
BCR signal inh: inconclusive; Tb PFK block: -4.4%; TCR activator: -9.0%; GALK inhibitor: -2.0%; TSHR antag: -5.4; AT treatment: -1.0%; Giardia kill: 20.2; CXXC DNA block: 0.6%; Coupling enz: -1.0; KCNH2 WT inh: 4.1

How did Cc1cccc(N2CC(C(=O)Nc3nnc(SCc4cccnc4)s3)CC2=O)c1 (stereo not given) do in these assays?
BCR signal inh: 12.9%; Tb PFK block: 2.9%; TCR activator: 1.9%; GALK inhibitor: 4.9%; TSHR antag: -2.3; AT treatment: 4.4%; Giardia kill: 9.2; CXXC DNA block: inconclusive; Coupling enz: 3.0; KCNH2 WT inh: 1.4

What do the screens show for `O=C(CSc1nnnn1Cc1ccccc1)c1ccccc1F`?
BCR signal inh: -12.3%; Tb PFK block: 1.3%; TCR activator: 0.7%; GALK inhibitor: -0.6%; TSHR antag: -26.8; AT treatment: 9.6%; Giardia kill: -3.7; CXXC DNA block: -13.8%; Coupling enz: -1.6

Results for CC1(C)CC(NC(=O)c2cccc([N+](=O)[O-])c2)CC(C)(C)N1 ?
BCR signal inh: -1.0%; Tb PFK block: 1.6%; GALK inhibitor: 1.6%; TSHR antag: 9.8; AT treatment: -4.4%; Giardia kill: 9.9; CXXC DNA block: 21.7%; Coupling enz: -1.7; KCNH2 WT inh: 10.8

Results for CC(C)c1ccc(C(CC(=O)O)NC(=O)c2cccs2)cc1 (stereo not given) ?
BCR signal inh: -0.8%; Tb PFK block: 4.0%; TCR activator: 0.3%; GALK inhibitor: 2.7%; TSHR antag: 4.3; AT treatment: -3.4%; Giardia kill: 3.2; CXXC DNA block: -9.1%; Coupling enz: 7.4; KCNH2 WT inh: 0.9

What do the screens show for `Cc1ccc(-c2nc(CS(=O)(=O)CC(=O)N3CCc4ccccc4C3)c(C)o2)cc1`?
BCR signal inh: -0.4%; Tb PFK block: -0.1%; TCR activator: 5.8%; GALK inhibitor: -0.5%; TSHR antag: -6.6; AT treatment: -4.7%; Giardia kill: -5.7; CXXC DNA block: -0.7%; Coupling enz: -2.2; KCNH2 WT inh: -1.2

How did Nc1ccc(-c2cn3cccnc3n2)cc1 do in these assays?
BCR signal inh: -10.1%; Tb PFK block: -7.9%; TCR activator: 7.6%; GALK inhibitor: 9.0%; TSHR antag: -6.1; AT treatment: -1.9%; Giardia kill: 20.6; CXXC DNA block: inconclusive; Coupling enz: 2.4; KCNH2 WT inh: 0.0

How did Cn1c(CN2CCCCC2)nc2cc(NC(=O)c3ccccc3)ccc21 do in these assays?
BCR signal inh: inconclusive; Tb PFK block: 17.2%; GALK inhibitor: -2.7%; TSHR antag: 6.3; AT treatment: 4.9%; Giardia kill: 12.4; CXXC DNA block: -4.0%; Coupling enz: 0.4; KCNH2 WT inh: 4.4

What do the screens show for `COc1ccc(C(=O)c2ccccc2)c(OCC(=O)N(C)C)c1`?
BCR signal inh: -7.4%; Tb PFK block: 7.3%; TCR activator: -2.3%; GALK inhibitor: -0.6%; TSHR antag: 0.5; AT treatment: 3.3%; Giardia kill: -8.7; CXXC DNA block: -3.3%; Coupling enz: -1.6; KCNH2 WT inh: 3.7
